NIH3T3 tox: Cytotoxic Profiling in NIH 3T3 Cell Line of Diverse Libraries Using Quantitative High-Throughput Screening | AID 1345082, 2018 | 94,000 compounds, 4.3% hits | Potency, µM (series often up to 96.7 µM), without a hit: at the highest dose activity change, negative = cytotoxicity, actives largely listed as inhibitors | NIH 3T3 viability, CellTiter-Glo ATP luminescence, 48-72 h; further: potency means the concentration at half of the fitted maximal effect; nearly all actives have a fitted effect of over 55% in size
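Mouse fibroblast NIH 3T3 cells, 400 per well, received compound via pintool and were incubated for 48 or 72 hr prior to CellTiter-Glo ATP luminescence measurement.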
SNCA expr inh: Primary qHTS assay for inhibitors of alpha-synuclein gene (SNCA) expression; HEK-293 SNCA-luciferase knock-in, luminescence, 24 h; Potency, µM (series often up to 57.2 µM), inactives show at the highest dose activity change, negative = inhibition, actives largely listed as inhibitors; 140,000 compounds, 0.17% hits; AID 1671194, 2021;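 further: potency means the concentration at half of the fitted maximal effect; plate controls were DMSO cells for no effect and cell-free wells for full effect; nearly all actives have a fitted effect of over 45% in size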
HEK cytotox: Cytotoxic Profiling in HEK 293 Cell Line of Diverse Libraries Using Quantitative High-Throughput Screening; HEK 293 viability, ATP luminescence (CellTiter-Glo), 48-72 h; Potency, µM (highest dose often 115 µM), inactives show at the top dose activity change, negative = cytotoxicity, most hits filed as inhibitors; 94,000 compounds, 6.6% hits; AID 1345083, 2018; further: potency means the concentration at half of the fitted maximal effect; nearly all actives have a fitted effect of over 60% in size
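qHTS cytotoxicity; HEK 293, 250 cells/well; compound pinned; 48 or 72 hr, 37 degree Celsius, 5% CO2, 95% humidity; CellTiter-Glo, 10 min RT; luminescence (ATP).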
SNCA viab count: GF-AFC viability counterscreen for inhibitors of alpha-synuclein gene (SNCA) expression; Potency, µM (series often up to 57.1 µM), without a hit: at the highest dose activity change, negative = cytotoxicity, actives largely listed as cytotoxic; HEK-293-SNCA-luc viability, GF-AFC fluorescence, 24 h; 150,000 compounds, 0.12% hits;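 further: potency means the concentration at half of the fitted maximal effect; 0% = DMSO-treated cells and -100% = medium-only wells without cells; nearly all actives have a fitted effect of over 30% in size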
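Cytotoxicity counterscreen: after 24 h compound treatment of genome-edited SNCA-luciferase HEK-293 cells, live-cell protease substrate GF-AFC read by fluorescence after 30 min; activity scaled between DMSO (0%) and medium-only (-100%), curves Hill-fitted.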
Luciferase inh: Firefly luciferase inhibition profiling of diverse chemical library using quantitative high-throughput screening; Luciferin 4-monooxygenase (Photinus pyralis), P08659; AID 1347043, 2019; purified P. pyralis luciferase, luminescence, biochemical; Potency, µM (highest dose often 115 µM), for the others: top-dose activity change, negative = inhibition, actives largely listed as inhibitors; 76,000 compounds, 2.5% hits; further: potency means the concentration at half of the fitted maximal effect; nearly all actives have a fitted effect of over 65% in size
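Luminescence read by CCD imaging after purified firefly luciferase (10nM final) was added to substrate buffer holding 10uM D-luciferin and 10uM ATP, pH 7.5, pre-dosed with compound.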
IP6K1 inh: Primary qHTS assay for small molecule inhibitors of Inositol hexaphosphate kinase 1 (IP6K1); AID 1645851, 2021; IP6K1 kinase, ADP-Glo luminescence, 2 h; active compounds read low; Inositol hexakisphosphate kinase 1 (Homo sapiens), Q92551; activity change, % (series mostly up to about 58 µM); 140,000 compounds, 0.81% hits; in the data active means activity change below about -25%
Target sequence (Q92551 whole entry, looked up): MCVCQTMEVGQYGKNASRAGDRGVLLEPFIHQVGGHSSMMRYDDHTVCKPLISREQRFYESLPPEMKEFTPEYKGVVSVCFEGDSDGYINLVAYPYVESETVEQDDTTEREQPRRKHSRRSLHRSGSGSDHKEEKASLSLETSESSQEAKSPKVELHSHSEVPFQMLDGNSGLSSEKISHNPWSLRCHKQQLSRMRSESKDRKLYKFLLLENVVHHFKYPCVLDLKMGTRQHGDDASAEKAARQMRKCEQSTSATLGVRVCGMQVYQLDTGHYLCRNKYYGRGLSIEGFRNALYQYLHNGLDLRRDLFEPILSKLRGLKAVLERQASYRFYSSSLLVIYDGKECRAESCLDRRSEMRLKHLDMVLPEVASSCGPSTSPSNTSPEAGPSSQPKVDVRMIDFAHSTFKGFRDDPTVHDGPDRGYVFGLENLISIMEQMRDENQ
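ADP-Glo luminescence measures ADP made by human IP6K1 during a 2 h RT reaction with ATP/IP6 (mix at 1.3 mM/130 uM); top library doses 57.5 and 19.1 uM final.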
GPT2 inh: Primary qHTS assay for inhibitors of Glutamate pyruvate transaminase 2 (GPT2); Alanine aminotransferase 2 (Homo sapiens), Q8TD30; Recombinant GPT2, coupled pyruvate oxidase/HRP Amplex Red fluorescence; Potency, µM (titrated, usually from 57.7 µM), inactives show at the top dose activity change, negative = inhibition, most hits filed as inhibitors; 100,000 compounds, 0.25% hits; further: potency means the concentration at half of the fitted maximal effect; nearly all actives have a fitted effect of over 60% in size; many of its hits are not listed in these tables
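Fluorescence read-out: pyruvate from GPT2 turnover coupled to pyruvate oxidase, HRP and Amplex Red (0.2mM ThPP, 0.2U/mL PO and HRP, 50uM Amplex final). Substrates 250uM a-KG, 2mM L-alanine; enzyme 10ng/uL; 30 min RT.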
* = called active by the depositor; i = inactive; u = inconclusive; x = not tested or not shown; & = joins results of further samples; [ ] = remark or other dose. Unless noted, the call rests on the fitted dose curve; in most records, active means well fitted curve in the direction sought with a large enough effect; inconclusive means small, poorly fitted or top-dose-only effect, or another doubt; inactive means no such curve, though single readings can be large; an effect the other way counts as inactive or inconclusive. Unless noted, on the % scale 0 is the no-effect control and ±100 the full control effect. Compounds were not picked by outcome, and some 7.8% of all compounds hit somewhere here.

SMILES | NIH3T3 tox | SNCA expr inh | HEK cytotox | SNCA viab count | Luciferase inh | IP6K1 inh | GPT2 inh
Cc1ccc(C)c(NC(=O)Cn2ccn(-c3ccc(F)cc3)c(=O)c2=O)c1 | x | 2% | x | 2% | x | 0 | x
Cc1ccccc1-c1ccnc(-c2nnc(C)n2C(C)C)c1 | u | -7%[87.6 µM] | u | 6%[87.6 µM] | -26%[230 µM] | 1 | -8%[88.5 µM]
O=C(Nc1cccnc1)N1CCC(Cc2cccc(Oc3ccc(C(F)(F)F)cn3)c2)CC1 | x | u | x | u | x | 19 | -5%&0%
Cc1ccc(C)c(NC(=O)CSc2nnc(C)n3c2cc2occc23)c1 | x | 2% | x | 7% | x | 1 | x
COc1ccc(CCCc2nnc(SCC(=O)Nc3ccc(Cl)cc3)o2)cc1 | x | -23% | x | -4% | x | -10 | x
O=C(CSc1nc2ccccc2nc1Cc1ccc(Cl)cc1)N1CCc2ccccc21 | x | 33%[activator] | x | 17% | x | 34 | x
COc1cccc(NC(=O)c2oc3ccccc3c2NC(=O)Cc2cccc(C)c2)c1 | x | -16% | x | -11% | x | 11 | x
CC(=O)OCC(=O)[C@@]1(O)[C@H](C)C[C@H]2[C@@H]3C=C(C)C4=Cc5c(cnn5-c5ccccc5)C[C@]4(C)[C@@H]3[C@@H](O)C[C@@]21C | x | -7% | x | -9% | x | x | 0%
CCCCOc1ccc(C(=O)CCN2CCCCC2)cc1 | x | 57%[25.6 µM] | x | -3%[23.9 µM] | x | -5 | i
CN(C)C(=O)C1CCc2sc(C(=O)N3CCCC3)cc2C1 (configuration not stated) | -18% | 45%[activator] | -1% | -3% | -23% | 5 | 1%
COc1cccc(CCC(=O)N2CCN(C(=O)c3nnn4c3COC(c3ccccc3)C4)CC2)c1 (configuration not stated) | u | 1% | u | -7% | -13% | -7 | 3%
CCc1nc(-c2ccc(OC3CCN(CCc4ccccc4)C3)cc2)no1 (configuration not stated) | u | 75%[activator] | u | 4% | u | 7 | i
O=C(NCc1ccc(F)cc1)[C@@H]1CCCN1c1nccc(Nc2ccccc2Cl)n1 | u | 8% | u | -7%[12.5 µM] | x | 0 | i
CCO[C@H]1CN(C2CCC(O)(c3ccc4c(c3)OCO4)CC2)C[C@@H]1NC(=O)CNC(=O)c1cccc(C(F)(F)F)c1 (some centres not stated) | x | x | x | 17% | x | -8 | -8%
CCC(C)NC(=O)N1CCN(Cc2c(C)noc2C)CC1 (configuration not stated) | 4% | u | -1% | -7% | -3% | -6 | i
Cc1ccc(C)c(NC(=O)c2nc(S(=O)(=O)Cc3ccc(F)cc3)ncc2Cl)c1 | x | 41%[activator] | x | 2% | x | -15 | x
COCCC(=O)N1CCC2(CC1)CC(CCOc1ccncc1)CCO2 (configuration not stated) | -20% | u | u | 13% | x | 14 | 2%
Cc1ccsc1[C@@H]1CCN(C(=O)c2ccccc2-c2ncc[nH]2)C[C@H]1O | -22% | -1% | -15% | -2% | 5% | -7 | 4%
Cc1noc(C)c1[S+](=O)([O-])N1CCC(C(=O)N2CCC(N3CCOC3=O)CC2)CC1 | -27% | u | -5% | 6% | x | -4 | -11%
Cc1ccccc1Cn1nnc2c(=O)[nH]c(C3CCCN(C(=O)c4ccc(C(C)(C)C)cc4)C3)nc21 (configuration not stated) | x | u | x | u | x | -15 | x
Cn1cccc1CN1CCCC2(C1)C(=NC1CCCCC1)NC(=O)N2c1cc(F)cc(F)c1 (configuration not stated) | u | u | u | -2% | x | -17 | i
CNC(=O)N1CCC(C2CCN(S(=O)(=O)c3ccc(C)c(F)c3)C2)CC1 (configuration not stated) | u | 30% | u | 1%[12.5 µM] | -3% | -1 | i
Cc1ccc(S(=O)(=O)N2CCC(CC(=O)NCc3ccccc3)C2)cc1F (configuration not stated) | -27% | -10% | -20% | -15%[12.5 µM] | -4% | -20 | i
CCN1C(=O)CCN(C(=O)c2cc(C)n(C)n2)CC12CCOCC2 | -12% | 13% | -9% | 3% | x | -2 | -4%
COc1ccc(C(=O)c2cn(Cc3ccc(F)cc3)c3c(F)cc(F)cc3c2=O)cc1 | x | -11% | x | u | x | -4 | x
Cc1ccc(S(=O)(=O)n2nc(C)c(S(=O)(=O)N3CCCCC3)c2C)cc1 | x | 8% | x | -3% | x | 4 | x
Cc1noc([C@@H]2CN(C(=O)COc3ccc(Cl)cc3)C[C@H]2CO)n1 | i | -6% | i | 0% | -2% | -8 | i
COc1ccc(NC(=O)CCn2cnnn2)cc1NC(=O)c1ccccc1 | u | 3% | -31% | -4% | 13% | -1 | 2%
O=C(c1ccc2c(c1)N(Cc1cccc(Cl)c1)C(=O)c1ccccc1S2=O)N1CCC(Cc2ccccc2)CC1 (configuration not stated) | x | 33%[activator] | x | 6% | x | 9 | x
O=C(c1nnc(CNc2ccccc2)n1-c1ccccc1)N1CCC[C@@H]1C(c1ccccc1)c1ccccc1 | u | -3% | u | u | -5% | -8 | i
Cc1cccc(-c2nnc(SCC(=O)Nc3ccc(C)c(C)c3)o2)c1 | x | 87%[activator] | x | -2% | x | 11 | x
CCC1CCCCN1CCCNC(=O)c1cn(CC)c2ccc(S(=O)(=O)N(C)C3CCCCC3)cc2c1=O (configuration not stated) | x | -9% | x | -13% | x | -3 | x
CCN(CCCNC(=O)c1cc2c(=O)n(CC)c3ccccc3c2s1)c1cccc(C)c1 | x | 72%[activator] | x | -9% | x | 40 | x
Cc1ccc(NC(=O)CC2=C3CCCCC3NC2=O)cc1 (configuration not stated) | 2% | 16% | -6% | -5% | -8% | 3 | -2%
N#Cc1ccccc1Cn1c(=O)n(Cc2ccc(C(=O)NC3CCN(Cc4ccccc4)CC3)cc2)c(=O)c2ccccc21 | x | -7% | x | 10% | x | -8 | x
Cc1ccc(CN2C[C@@H](CO)[C@H](c3ccccn3)C2)nc1 | u | -1% | u | 9% | -13% | 5 | i

At a glance, some entries already given:
SMILES | NIH3T3 tox | SNCA expr inh | HEK cytotox | SNCA viab count | Luciferase inh | IP6K1 inh | GPT2 inh
Cn1cccc1CN1CCCC2(C1)C(=NC1CCCCC1)NC(=O)N2c1cc(F)cc(F)c1 (configuration not stated) | u | u | u | -2% | x | -17 | i
CNC(=O)N1CCC(C2CCN(S(=O)(=O)c3ccc(C)c(F)c3)C2)CC1 (configuration not stated) | u | 30% | u | 1%[12.5 µM] | -3% | -1 | i
Cc1ccc(S(=O)(=O)N2CCC(CC(=O)NCc3ccccc3)C2)cc1F (configuration not stated) | -27% | -10% | -20% | -15%[12.5 µM] | -4% | -20 | i
CCN1C(=O)CCN(C(=O)c2cc(C)n(C)n2)CC12CCOCC2 | -12% | 13% | -9% | 3% | x | -2 | -4%
COc1ccc(C(=O)c2cn(Cc3ccc(F)cc3)c3c(F)cc(F)cc3c2=O)cc1 | x | -11% | x | u | x | -4 | x
Cc1ccc(S(=O)(=O)n2nc(C)c(S(=O)(=O)N3CCCCC3)c2C)cc1 | x | 8% | x | -3% | x | 4 | x
Cc1noc([C@@H]2CN(C(=O)COc3ccc(Cl)cc3)C[C@H]2CO)n1 | i | -6% | i | 0% | -2% | -8 | i
COc1ccc(NC(=O)CCn2cnnn2)cc1NC(=O)c1ccccc1 | u | 3% | -31% | -4% | 13% | -1 | 2%
O=C(c1ccc2c(c1)N(Cc1cccc(Cl)c1)C(=O)c1ccccc1S2=O)N1CCC(Cc2ccccc2)CC1 (configuration not stated) | x | 33%[activator] | x | 6% | x | 9 | x
O=C(c1nnc(CNc2ccccc2)n1-c1ccccc1)N1CCC[C@@H]1C(c1ccccc1)c1ccccc1 | u | -3% | u | u | -5% | -8 | i
Cc1cccc(-c2nnc(SCC(=O)Nc3ccc(C)c(C)c3)o2)c1 | x | 87%[activator] | x | -2% | x | 11 | x
CCC1CCCCN1CCCNC(=O)c1cn(CC)c2ccc(S(=O)(=O)N(C)C3CCCCC3)cc2c1=O (configuration not stated) | x | -9% | x | -13% | x | -3 | x
CCN(CCCNC(=O)c1cc2c(=O)n(CC)c3ccccc3c2s1)c1cccc(C)c1 | x | 72%[activator] | x | -9% | x | 40 | x

Compound activity as filed in PubChem.
